Compound activity: PubChem BioAssay, National Center for Advancing Translational Sciences (NCATS)
RECQ1 inh: qHTS Assay for Inhibitors of RecQ-Like Dna Helicase 1 (RECQ1). ATP-dependent DNA helicase Q1 (Homo sapiens), P46063. RECQ1 DNA unwinding, red fluorescence kinetic read. Potency, µM (series often up to 57.3 µM), for inactives: top-dose activity, negative = inhibition, actives largely listed as inhibitors. 240,000 tested, 0.54% active. AID 2549, 2010;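 further: plate controls were vehicle for no effect and no enzyme for full effect; nearly all actives have a fitted effect of over 30% in size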
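RECQ1T1 50 nM; forked duplex (20 bp + 30-nt ss tails) 200 nM, ATP 2 mM final; pH 8.0, 2 mM MgCl2, 2.5 ug/ml poly(dI-dC); 15 min compound preincubation; discontinuous kinetic read over 2 h at RT.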
TRb SRC2 PPI: qHTS for Inhibitors of the Interaction of Thyroid Hormone Receptor and Steroid Receptor Coregulator 2. Thyroid hormone receptor beta (Homo sapiens), P10828. 280,000 tested, 0.065% active. Potency, µM (highest dose often 106 µM), inactives show at the highest dose activity change, negative = inhibition, hits mostly inhibitors. TRbeta-SRC2 peptide binding, fluorescence polarization; receptor liganded with 1 µM T3;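 further: plate controls were bound peptide for no effect and peptide without receptor for full effect; nearly all actives have a fitted effect of over 50% in size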
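A fluorescence polarization screen tested compounds at multiple concentrations against complex formation between 0.6 uM TRb ligand-binding domain and 20 nM Texas Red SRC2 peptide, with 1 uM T3 present; readout after 5 hr.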
TexasRed fluor: Total Fluorescence Counterscreen for Inhibitors of the Interaction of Thyroid Hormone Receptor and Steroid Receptor Coregulator 2. TRb/SRC2 Texas Red total fluorescence interference. AID 1479, 2009. Potency, µM (series often up to 106 µM), inactives show top-dose fluorescence change, negative = quenching. 280,000 tested, 0.29% active; active means well fitted curve in either direction with a large enough effect; inconclusive means small, poorly fitted or top-dose-only effect
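Flags fluorescent or light-absorbing compounds by total fluorescence, S + 2P, at 555 nm excitation and 632 nm emission. Mixture: 20 nM Texas Red SRC2 peptide, 0.6 uM human TRb LBD, 1 uM T3, 5% DMSO; compound exposure 5 h at ambient temperature.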
Starred values were filed as active, the others as inactive. Unless noted, the call rests on the fitted dose curve; in most records, active means well fitted curve in the direction sought with a large enough effect; inconclusive means small, poorly fitted or top-dose-only effect, or another doubt; inactive means no such curve, though single readings can be large; an effect the other way counts as inactive or inconclusive. Unless noted, on the % scale 0 is the no-effect control and ±100 the full control effect; potency means the concentration at half of the fitted maximal effect. Some of the compounds tested. The share of hits here may be higher or lower than overall.

Screening Cc1cn(C2CC(O)C(CO)O2)c(=O)[nH]c1=O (stereo unspecified) returned RECQ1 inh -6%, TRb SRC2 PPI -9% and TexasRed fluor inconclusive.
